High-throughput results from PubChem BioAssay.
GALK inh: qHTS Assay for Inhibitors of Human Galactokinase (GALK). Potency, µM (highest dose often 57.5 µM), inactives show at the top dose activity change, negative = inhibition, most hits filed as inhibitors. AID 1868, 2009. Purified GALK, Kinase-Glo residual ATP luminescence. P51570. actives 0.007% (n = 270,000); also: potency is read from the fitted curve at half-maximal effect
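Human GALK (5 nM) with 35 uM ATP and 100 uM galactose in 20 mM HEPES pH 8.0, 5 mM MgCl2, 60 mM NaCl, 1 mM DTT, 0.01% BSA. After 1 h at room temperature, leftover ATP was read by Kinase-Glo Plus luminescence.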
Giardia killer: Small Molecules that selectively kill Giardia lamblia: qHTS; Giardia lamblia trophozoite viability; AID 540267, 2011; activity change, % at 7.66 µM, hits read low; actives 0.15% (n = 340,000); in the data active = activity change below about -80%; inconclusive = between about -30% and that limit;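 also: parasites exposed to compound for two days anaerobically before the ATP read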
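Luminescent ATP signal served as the viability read-out, measured 15-30 min after adding ATP detection reagent to trophozoites that had been incubated with compounds for 48 hrs at 37 deg C anaerobically at 100 cells/well.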
PKM2 activator: qHTS Assay for Activators of Human Muscle isoform 2 Pyruvate Kinase | actives 0.34% (n = 260,000) | Pyruvate kinase PKM (Homo sapiens), P14618 | Potency, µM (titrated, usually from 57.5 µM), without a hit: at the highest dose activation, hits mostly activators | purified PKM2, Kinase-Glo ATP luminescence, activation; response scale: 0% is enzyme alone, no compound | AID 1631, 2009; also: potency is read from the fitted curve at half-maximal effect; nearly all actives have a fitted effect of over 55% in size
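hPK-M2, >95% pure; 0.1 mM ADP / 0.5 mM PEP final; imidazole pH7.2 buffer w/ 7 mM MgCl2, 50 mM KCl; 1 h RT; Kinase-Glo lum. Intermediate enzyme activity for dual inhibitor/activator qHTS.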
USP2a inh: qHTS Assay for Inhibitors of Ubiquitin-specific Protease USP2a Using CHOP2 as the Reporter; Potency, µM (series often up to 38.3 µM), without a hit: top-dose activity change, negative = inhibition, most hits filed as inhibitors; actives 0.01% (n = 330,000); AID 463254, 2010; USP2 core, Ub-CHOP2 coupled fluorogenic reporter, 485/531; Ubiquitin carboxyl-terminal hydrolase 2 (Homo sapiens), O75604;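 also: potency is read from the fitted curve at half-maximal effect; plate controls were DMSO wells for no effect and full inhibition by NEM control for full effect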
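Deubiquitinase activity read as fluorescence (485/531 nm) after Ub-CHOP2 cleavage activates the enterokinase reporter on its substrate; USP2 core 10nM, Ub-CHOP2 and substrate 25nM each, 30min compound preincubation then 60min RT; data normalized to NEM, curves fitted.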
Eya2 phos inh: qHTS Assay for Inhibitors of the Phosphatase Activity of Eya2; actives 0.006% (n = 330,000); recombinant Eya2, OMFP fluorescence dephosphorylation (OMFP is methylfluorescein phosphate); Protein phosphatase EYA2 (Homo sapiens), O00167; Potency, µM (highest dose often 76.9 µM), for inactives: at the highest dose activity, negative = inhibition, actives largely listed as inhibitors; also: potency is read from the fitted curve at half-maximal effect
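Eya2 (0.2 uM) preincubated 10 min at ambient with compound, then OMFP substrate added at 50 uM; 10 min reaction in 50 mM HEPES pH 7.5, 50 mM NaCl, 5 uM MgCl2, 0.05% BSA, 1 mM DTT. Fluorescence read at Ex 485/Em 525 nm.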
KCNH2 3.1 inh: qHTS for Inhibitors of KCHN2 3.1: Mutant qHTS | U2OS KCNH2 3.1, thallium flux FluxOr; active compounds read low | activity change, % (tested at about 1.8 µM) | actives 0.95% (n = 340,000) | AID 720553, 2013;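 active = maximum activity change below -70%; inconclusive = maximum activity change from -70% to -50%; inactive = maximum activity change above -50%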;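 also: thallium influx rate constant from kinetic fluorescence after stimulation buffer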
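Thallium flux read-out: FluxOr dye with Red40 quencher in HBSS/HEPES, 45 min at RT. Rate constants from kinetic reads were normalized to positive and negative DMSO controls. Cells: U2OS virally expressing the 3.1 isoform.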
uPA surface inh: qHTS for Inhibitors of Cell Surface uPA Generation | Potency, µM (highest dose often 38.3 µM), for inactives: at the highest dose activity change, negative = inhibition, hits mostly inhibitors | actives 0.31% (n = 330,000) | cell surface uPA generation assay, qHTS; active = well fitted inhibition curve with a large enough effect; inconclusive = small, poorly fitted or top-dose-only effect; inactive = no such curve, though single readings can be large or run the other way; tested in mouse RAW 264.7 cells; also: potency is read from the fitted curve at half-maximal effect; nearly all actives have a fitted effect of over 55% in size
BCR signal inh: qHTS Assay to Find Inhibitors of Chronic Active B-Cell Receptor Signaling; Potency, µM (top dose mostly 46.1 µM), inactives show at the top dose ratio change, negative = lower green/red ratio, usual class: inhibitors; actives 0.05% (n = 340,000); AID 493014, 2011; ABC-DLBCL IkBa-CBG/CBR reporter, luminescence ratio, 4 h; active = well fitted inhibition curve with a large enough effect in the signal ratio, with a control signal flat, not every such curve was filed as active; inconclusive = small, poorly fitted or top-dose-only effect, or effect the other way, or a change in a side signal; the % refers to the signal ratio;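 also: potency is read from the fitted curve at half-maximal effect; plate controls were basal doxycycline-induced cells for no effect and cells given 10 µM MG132 for full effect; MG132 reads +100%, hits lower the ratio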
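Compounds up to 46 uM were incubated four hours with TMD8 cells whose green CBG68 luciferase is fused to IkappaBalpha; red CBR luminescence normalised the signal, and concentration-effect curves were fitted to fusion, red and ratio data.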
FBPA coupling cs: qHTS Assay for Inhibitors of Fructose-1,6-bisphosphate Aldolase from Giardia Lamblia: Coupling assay counterscreen; coupling enzyme system counterscreen, AmpLite Red fluorescence; activity change, negative = inhibition, % at 58.2 µM, hits read low; actives 0.67% (n = 290,000); AID 2472, 2010; in the data active = activity change below about -30%
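Coupling enzymes only (glyceraldehyde-3-phosphate) + compound, at 57.5 uM final, 10 min RT; add substrate/coupling/AmpLite Red mix, 20 min RT; fluorescence ex 525/em 598 nm. Actives flag coupling-system interference.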
hERG WT inh: qHTS for Inhibitors of KCHN2 3.1: Wildtype qHTS | U2OS, BacMam KCNH2, thallium flux FluxOr; active compounds read low | activity change, % at 1.84 µM | actives 0.37% (n = 340,000) | AID 720551, 2013;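 active = maximum activity change below -70%; inconclusive = maximum activity change between -70% and -50%; inactive = maximum activity change above -50%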
Target sequence (Q12809 whole entry, looked up): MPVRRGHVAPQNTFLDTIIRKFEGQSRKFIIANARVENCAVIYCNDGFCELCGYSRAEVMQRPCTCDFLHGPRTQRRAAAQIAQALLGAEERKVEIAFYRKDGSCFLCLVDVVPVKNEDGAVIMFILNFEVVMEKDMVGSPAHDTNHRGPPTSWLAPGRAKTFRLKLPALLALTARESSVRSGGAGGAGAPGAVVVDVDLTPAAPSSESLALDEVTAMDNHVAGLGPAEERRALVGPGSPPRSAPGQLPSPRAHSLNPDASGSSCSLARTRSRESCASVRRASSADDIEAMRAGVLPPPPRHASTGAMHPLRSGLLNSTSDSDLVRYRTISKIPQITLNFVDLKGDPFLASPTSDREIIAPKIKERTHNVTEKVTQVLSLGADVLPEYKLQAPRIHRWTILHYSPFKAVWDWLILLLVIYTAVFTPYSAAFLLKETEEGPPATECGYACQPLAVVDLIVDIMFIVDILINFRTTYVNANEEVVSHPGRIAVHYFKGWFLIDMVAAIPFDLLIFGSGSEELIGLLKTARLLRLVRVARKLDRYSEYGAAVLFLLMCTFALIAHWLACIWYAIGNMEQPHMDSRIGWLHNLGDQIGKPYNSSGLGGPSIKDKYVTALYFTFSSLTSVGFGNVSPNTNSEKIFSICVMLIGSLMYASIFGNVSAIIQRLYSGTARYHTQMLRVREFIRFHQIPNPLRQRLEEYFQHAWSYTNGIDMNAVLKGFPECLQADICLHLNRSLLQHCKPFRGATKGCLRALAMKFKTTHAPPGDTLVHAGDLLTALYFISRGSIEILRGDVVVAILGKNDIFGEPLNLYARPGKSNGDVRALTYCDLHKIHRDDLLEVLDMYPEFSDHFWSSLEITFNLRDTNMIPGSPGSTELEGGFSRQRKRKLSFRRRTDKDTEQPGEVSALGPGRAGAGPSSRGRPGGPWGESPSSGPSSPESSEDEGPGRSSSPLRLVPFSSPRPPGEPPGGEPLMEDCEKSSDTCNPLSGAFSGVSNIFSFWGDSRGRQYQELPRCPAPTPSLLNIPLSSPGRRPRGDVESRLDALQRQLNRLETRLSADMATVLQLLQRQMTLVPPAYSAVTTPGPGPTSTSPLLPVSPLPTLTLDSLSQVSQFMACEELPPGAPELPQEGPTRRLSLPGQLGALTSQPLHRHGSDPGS
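U2OS cells transduced with wild-type KCNH2 virus are loaded with FluxOr dye for 45 min, and thallium flux is measured in kinetic reads before and after stimulation buffer. Rate constants are normalized to DMSO controls.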
B2AR arrestin: qHTS assay of beta-arrestin-biased ligands of beta2-adrenergic receptor | beta-arrestin recruitment to beta2AR, cell-based reporter | Potency, µM (top dose mostly 46.1 µM), inactives show top-dose activation, most hits filed as activators | actives 0.02% (n = 330,000) | AID 492947, 2010;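 also: potency is read from the fitted curve at half-maximal effect; 0% = DMSO controls and full agonism = EC100 isoproterenol or metaproterenol; nearly all actives have a fitted effect of over 65% in size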
* = called active by the depositor; ? = inconclusive; . = no result given; & = joins results of further samples. Unless noted, calls follow the shape of the dose curve; as a rule, active = well fitted curve in the direction sought with a large enough effect; inconclusive = small, poorly fitted or top-dose-only effect, or another doubt; inactive = no such curve, though single readings can be large; an effect the other way counts as inactive or inconclusive. Unless noted, % is scaled to controls: 0 for no effect and ±100 for the full control effect.

SMILES	GALK inh	Giardia killer	PKM2 activator	USP2a inh	Eya2 phos inh	KCNH2 3.1 inh	uPA surface inh	BCR signal inh	FBPA coupling cs	hERG WT inh	B2AR arrestin
O=C(c1ccco1)N1CCN(S(=O)(=O)c2cccs2)CC1	0%	-8	?	-1%	0%	-5	-8%	1%	8	7	-0.3%
CNC(=O)NC(=O)COc1ccc2oc3c(c2c1)CCCC3	-2%	-21	3%	2%	5%	1	0%	10%	1	2	0.0%
Cc1cccc(NC(=S)N2CCCN(c3ncccc3[N+](=O)[O-])CC2)c1	.	-3	2%	-2%	1%	1	7%	-2%	0	4	0.2%
CC(C)NS(=O)(=O)c1ccc(NC(=O)CCc2ccccc2)cc1	-2%	-7	2%	-2%	-9%	-9	.	?	3	-7	-0.3%
CCOCCc1nnc(NC(=O)Cc2ccccc2)s1	0%	27	0%	0%	-10%	-7	0%	10%	1	-4	0.0%
NNC(=O)c1nnn(-c2nonc2N)c1CN1CCc2ccccc2C1	-1%	-7	3%	2%	0%	-23	5%	?	0	-13	0.4%
COc1ccccc1CNC(=O)c1cc2ccccc2oc1=O	-2%	4	8%	1%	2%	1	-2%	4%	.	-15	0.2%
Cc1ccc(OCC(=O)Nc2ccc(-c3nnc(-c4ccco4)o3)cc2)cc1	-3%	1	2%	1%	-3%	-18	-1%	?	1	4	0.4%
Fc1ccc(-c2nnc3ccc(N4CCc5ccccc5C4)nn23)cc1	3%	-2	-2%	4%	2%	-2	?	?	1	13	-1.0%
CN(CC(=O)Nc1cccc(F)c1)C(=O)CCCn1c(=O)oc2ccccc21	.	-4	.	3%	-12%	-13	4%	-5%	.	10	0.2%
COc1ccc(-c2cn3cccnc3n2)cc1NC(=O)C(C)Oc1ccccc1 (configuration not stated)	5%	-3	.	0%	-3%	14	-1%	8%	.	-7	0.5%
O=C(NC1CCCCCC1)c1cc(=O)[nH]c2ccc(S(=O)(=O)N3CCOCC3)cc12	-1%	3	-1%	3%	2%	4	0%	0%	3	-10	0.2%
CC(C)(C)c1ccc(OCC(=O)N(Cc2cccs2)C2CCS(=O)(=O)C2)cc1 (configuration not stated)	.	6	8%	3%	-3%	4	9%	-16%	-1	5	-0.1%
COc1ccc(-n2c(SCC(=O)Nc3ccc([N+](=O)[O-])cc3OC)nc3ccccc32)cc1	-4%	3	5%	1%	3%	1	8%	3%	-4	-2	0.4%
O=C(CSc1nnc(CNC(=O)c2cccs2)o1)NC1CCCCC1	3%	12	0%	.	.	9	3%	.	3	7	.
CC(C)N(C(=O)CSc1nnc(C2CC2)n1C1CC1)c1ccccc1	.	7	.	3%	17%	-3	4%	6%	.	0	0.0%
COc1ccc(NC(=O)CSc2n[nH]c(-c3ccccc3)n2)cc1S(N)(=O)=O	.	16	.	-1%	-8%	-11	-8%	2%	.	-3	0.2%
O=C(O)CC1SC(=Nc2ccc(O)cc2)NC1=O (configuration not stated)	2%	-7	-12%	1%	16%	8	2%	-1%	2	-16	-0.2%
FC(F)(F)c1ccc(CN2C[C@@H]3C(c4ccccc4)C4(c5ccccc5)CC3(C4)[C@H]2c2ccccc2)cc1 (some centres not stated)	4%	.	-5%&-5%	-16%	4%	.	.	4%	0&2	.	-0.3%
COc1ccc(Cn2nnnc2CN2CCCCCC2)cc1	0%	3	0%	0%	4%	36	-1%	1%	1	-4	0.3%
O=c1[nH]c(C2CCN(S(=O)(=O)c3ccccc3)CC2)nc2c1nnn2Cc1c(F)cccc1Cl	2%	22	.	2%	8%	-6	2%	?	0	-3	-0.9%
CCc1nnc(NC(=O)CSc2nnnn2C)s1	-1%	2	-1%	-1%	2%	-1	-2%	-11%	1	-4	-0.1%
CCOC(=O)c1cc2c(=O)n3ccccc3nc2n(CCCOC)c1=NC(=O)c1cccnc1	-1%	.	-14%	0%	-6%	.	.	3%	1	.	-0.2%
O=C(Nc1ccc(OC(=O)c2ccncc2)cc1)c1ccncc1	-3%	-5	0%	2%	9%	-18	-3%	-1%	1	-7	0.1%
CCn1c(C(C)NC(C)=O)nc2ccccc21 (configuration not stated)	2%	11	12%	-2%	9%	-2	-2%	-9%	1	-14	-0.2%

Further structures:
SMILES	GALK inh	Giardia killer	PKM2 activator	USP2a inh	Eya2 phos inh	KCNH2 3.1 inh	uPA surface inh	BCR signal inh	FBPA coupling cs	hERG WT inh	B2AR arrestin
O=C(COC(=O)c1ccccc1C(=O)c1ccccc1)Nc1cccc([N+](=O)[O-])c1	1%	14	2%	3%	-6%	-17	-13%	?	0	7	-0.1%
C=CCN1C(=O)c2ccccc2Sc2ccc(C(=O)NC(C)C)cc21	1%	10	.	2%	-2%	-6	3%	0%	-5	1	-0.3%
Cc1ccc(Cl)cc1NC(=O)CSC(N)=O	0%	-9	23%	0%	-24%	8	-7%	-2%	1	4	0.0%
Nc1nnc(CC(=O)N/N=C/c2ccc(-c3ccc(F)cc3)o2)s1	.	-30	9%	1%	2%	-5	1%	12%	-2	5	-0.7%
CCOC(=O)c1cnc2c(C)c(Cl)ccc2c1Nc1ccc(S(=O)(=O)Nc2ncccn2)cc1	1%	.	0%	0%	-3%	.	.	3%	4	.	-0.1%
CCOc1ccccc1NC(=O)c1cc(C(=O)c2cc(Br)ccc2O)coc1=N	-2%	17	-10%	-7%	-9%	20	-6%	?	-2	-4	-0.2%
Cc1sc2ncnc(SCC(=O)NC3CC3)c2c1C	4%	-1	9%	-1%	23%	3	2%	6%	4	-16	0.2%
O=S1(=O)CC(N2CCCCC2)C(N2CCCCC2)C1 (configuration not stated)	1%	-21	0%	1%	0%	14	3%	0%	3	-3	0.4%
COc1cc(/C=C/C(=O)OCC(=O)N2CCCCCC2)ccc1OCC#N	-1%	19	-5%	-1%	5%	-2	-7%	-6%	0	16	0.2%
COc1ccc(-c2csc3nc(C)n(-n4cccc4)c(=O)c23)cc1	5%	-4	-2%	-2%	-3%	3	-8%	-13%	0	-2	2.5%
O=C(NCCC(=O)N1CCOCCOCCOCCOCC1)OCc1ccccc1	4%	0	-1%	1%	12%	-11	-1%	7%	-1	-14	-0.4%
O=C(c1cccc(NS(=O)(=O)c2ccc(Br)cc2)c1)N1CCN(c2ccccc2O)CC1	.	8	.	1%	-4%	6	2%	?	.	-17	0.2%
c1ccc(Nc2nnc(-c3cccc4ccccc34)o2)cc1	-1%	2	0%	-1%	1%	-2	5%	.	1	-8	-0.3%
Cc1ccn(C(=O)c2ccc(NC(=O)C3CC3)cc2)n1	-2%	3	-1%	3%	-11%	4	6%	?	2	-1	-0.1%
CCOC(=O)[C@H]1[C@H]2COc3ccc(Cl)cc3[C@@H]2N2C(=O)c3cc(Cl)ccc3NC(=O)[C@@]12C	.	-24	.	3%	6%	?	?	?	.	-1	3.6%
CNC(=O)c1[nH]cnc1C(=O)N[C@@H](C)C(=O)OC(C)(C)C	0%	-9	0%	1%	13%	13	-4%	14%	1	-11	0.4%
O=[N+]([O-])c1cc([N+](=O)[O-])c(Oc2c(F)ccc(F)c2F)cc1NN1CCCCC1	.	-19	0%	-2%	2%	-18	3%	4%	0	-12	-0.9%
OCC1(Cc2ccccc2C(F)(F)F)CCN(Cc2cccc3cnccc23)CC1	2%	1	-4%	3%	-17%	9	-3%	-9%	3	30	3.8%
O=C(Nc1ccc(N2CCOCC2)cc1)c1cn2ccccc2n1	11%	?	-1%	1%	11%	2	-12%	-4%	0	-23	0.2%
COC(=O)CC(=O)CSc1nc2c(cc1C#N)CCC2	1%	-9	5%	4%	4%	21	6%	7%	2	-8	-0.1%
COc1cccc(C(=O)N2CCC(C(=O)NCc3ccco3)CC2)c1	1%	-18	-10%	0%	5%	-5	-2%	-11%	0	-11	0.3%
CCN(CC)c1ccc(CNc2nc3ccccc3n2CCN2CCOCC2)cc1	0%	7	-1%	-1%	-9%	-77*	-4%	1%	0	23	-0.1%
CC(C)C[C@H](NC(=O)c1nc[nH]c1C(=O)NCCCCCNC(=O)OC(C)(C)C)C(=O)OC(C)(C)C	-1%	-27	2%	-12%	-14%	24	-6%	-2%	-17	-1	-0.8%
CCn1c(=O)c(C(=O)Nc2ccccc2F)c(O)c2ccccc21	6%	-2	-4%	3%	6%	0	-15%	?	1	-12	0.4%
